CHO parental Ca = counter-screen for OX1R antagonists: effect in parental CHO cells | parental CHO-K1, ATP-induced calcium, Fluo-8 fluorescence | inhibition, % at 5.6 µM | 0.63% of 330,000 active | AID 463079;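 active means inhibition above that plate's mean sample inhibition plus 3 SD, cut at about 26% in these data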;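 further: 0% = ATP-challenged DMSO wells and 100% = DMSO wells without ATP; some compounds past the cut are filed as inactive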
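Test system: untransfected parental CHO cell line. Compound: one dose, 5.6 µM nominal. Detection: intracellular calcium via Fluo-8 no-wash fluorescent dye. Measure: % inhibition. Benchmarks: ATP-challenged DMSO wells low, unchallenged DMSO wells high.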
M1 PAM = potentiates human M1 receptor response to acetylcholine | P11229 | CHO-K1 hM1, Fluo-8 calcium fluorescence, ACh EC20; 0% = ACh EC20, 100% = maximal ACh | activation, % at 3 µM | 0.088% of 360,000 active | AID 588819; in the data active means activation above about 19%, passing the limit was not always enough
Target sequence (P11229 whole entry, looked up): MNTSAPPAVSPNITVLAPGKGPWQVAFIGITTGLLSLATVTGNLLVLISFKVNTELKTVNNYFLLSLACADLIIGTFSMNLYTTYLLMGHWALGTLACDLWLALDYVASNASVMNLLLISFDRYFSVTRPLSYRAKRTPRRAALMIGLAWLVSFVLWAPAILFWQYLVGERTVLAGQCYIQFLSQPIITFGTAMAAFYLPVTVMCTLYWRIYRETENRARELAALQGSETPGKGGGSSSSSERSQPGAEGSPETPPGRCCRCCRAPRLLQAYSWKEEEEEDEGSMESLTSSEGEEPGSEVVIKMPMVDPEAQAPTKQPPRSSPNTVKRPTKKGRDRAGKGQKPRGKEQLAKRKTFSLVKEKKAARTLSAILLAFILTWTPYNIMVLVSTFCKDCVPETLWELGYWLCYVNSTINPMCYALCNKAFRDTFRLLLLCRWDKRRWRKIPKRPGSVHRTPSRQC
M1 ag = human M1 muscarinic receptor agonism | P11229 | CHO-K1 hM1, Fluo-8 calcium fluorescence, agonist mode; 0% DMSO, 100% acetylcholine EC100 | activation, % at 3 µM | 0.33% of 360,000 active | AID 588814;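 active means activation above the run's mean compound activation plus 3 SD, cut at about 16% in these data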;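 further: peak over basal fluorescence ratio within a 140 s kinetic read after compound addition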
M1 ag parental = M1 agonist counterscreen hit in parental CHO-K1 cells; Fluo-8 calcium fluorescence; scaled to maximal ATP response, vehicle zero; activation, % at 3 µM; 0.48% of 360,000 active; AID 602248; in the data active means activation above about 15%;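 further: untransfected CHO-K1 host cells lacking M1 receptor as counterscreen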
OXTR potentiate = potentiates the human oxytocin receptor response; P30559; 0.061% of 320,000 active; activation, % at 3 µM; CHO-OTR cells, Fluo-8 calcium fluorescence, potentiator mode; 0% = oxytocin EC15, 100% = EC100;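 active means activation above that plate's cutoff, the mean activation of tested compounds plus 3 SD, cut at about 6.6% in these data, passing the limit was not always enough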;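 further: 100% uses oxytocin at 75 nM as the full agonist control; some results filed as inactive read as strong as hits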
Target sequence (P30559 whole entry, looked up): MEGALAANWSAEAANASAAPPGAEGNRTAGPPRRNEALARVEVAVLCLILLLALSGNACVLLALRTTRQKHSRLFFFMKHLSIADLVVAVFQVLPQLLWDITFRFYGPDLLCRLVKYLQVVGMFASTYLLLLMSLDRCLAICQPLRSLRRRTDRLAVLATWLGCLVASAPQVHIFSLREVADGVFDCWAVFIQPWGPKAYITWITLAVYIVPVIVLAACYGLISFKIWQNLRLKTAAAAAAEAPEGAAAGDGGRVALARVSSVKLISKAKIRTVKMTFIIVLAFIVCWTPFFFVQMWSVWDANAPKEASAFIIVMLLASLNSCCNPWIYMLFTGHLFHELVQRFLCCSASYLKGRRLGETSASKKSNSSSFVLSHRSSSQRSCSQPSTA
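Dosing: Single dose, 3.0 µM nominal final compound concentration | Material: Human OTR in CHO cells | Technique: Kinetic Fluo-8 calcium fluorescence | Benchmarks: EC15 oxytocin alone as 0%, 75 nM oxytocin as 100% | Probe or stimulus: Oxytocin at about EC15, sub-maximal agonist stimulus | Incubation: Compound 6 min at room temperature before oxytocin, 100 s read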
CHRM1 antagonist = antagonists of human M1 muscarinic receptor. inhibition, % at 3 µM. AID 588852. 1.3% of 360,000 active. CHO-K1 hM1, Fluo-8 calcium fluorescence, ACh EC80 antagonist;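 active means percent inhibition above its own plate's cutoff, namely the mean of that plate's compound wells plus 3 SD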;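 further: peak over basal fluorescence ratio during 140 s after agonist addition; 0% = ACh EC80 plus DMSO and 100% = DMSO alone without agonist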
CHRM4 agonist = CHRM4 agonism in calcium assay; CHO-K1 hM4/Gqi5, Fluo-8 calcium fluorescence; vehicle 0%, full acetylcholine response 100%; 0.14% of 360,000 active; activation, % at 3 µM;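 active means activation above the run mean over all test wells plus 3 SD, cut at about 32% in these data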;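 further: peak over basal fluorescence ratio per well then scaled between controls; 0% = DMSO wells and 100% = acetylcholine at EC100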
M4 antag = CHRM4 antagonism in calcium assay | P08173 | CHO-hM4 cells, ACh EC80, Fluo-8 calcium fluorescence | inhibition, % at 3 µM | 0.73% of 360,000 active;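 active means inhibition above its plate's cutoff, the mean inhibition of sample wells plus 3 SD, cut at about 27% in these data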;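 further: 0% = acetylcholine EC80 with DMSO and 100% = DMSO without agonist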
CHO-K1 Ca antag = counter-screen for M1 antagonists: effect in parental CHO-K1 cells; ATP-induced calcium, Fluo-8 fluorescence; inhibition, % at 3 µM; 0.6% of 360,000 active; AID 602250;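 active means inhibition above a per-plate cutoff, the plate's mean sample inhibition plus 3 SD, cut at about 24% in these data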;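 further: 0% = DMSO plus EC80 ATP and 100% = DMSO alone without ATP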
* hit, by the source's call; nt = no result given; & = joins results of further samples.

Screens in order: CHO parental Ca	M1 PAM	M1 ag	M1 ag parental	OXTR potentiate	CHRM1 antagonist	CHRM4 agonist	M4 antag	CHO-K1 Ca antag
CCN(CC)CCNc1nc(-c2ccco2)c2c(c1C#N)CC(C)(C)OC2
 : -3	5	-7	0.4	2	-3	2	-2	-4
CCCCCCC(C)n1[nH]c(=O)c2c(C)cc(C)nc21 (stereo unspecified)
 : -12	-3	-6	0.4	-2	-4	-2	1	-16
Cc1ccc(Cl)cc1NC(=S)N1CCCCCC1
 : nt	13	-4	1.4	nt	-19	1	-2	-1
CC(=O)Nc1cccc(NC(=O)c2ccccc2OCc2c(C)noc2C)c1
 : -3	3	-1	0.7	-3	-3	7	-35	-2
O=C(O)c1ccccc1C(=O)Nc1c(-c2ccccc2)nc2ccccn12
 : -9	9	0	-0.6	-13	-11	1	3	0
CC(Sc1nnnn1C)C(=O)NC1CCCc2ccccc21 (stereo unspecified)
 : -6	9	-4	0.7	-2	-16	1	-7	-13
CCOC(=O)c1ccc(NC(=O)[C@@H]2CCC(=O)N2C2OC(=O)c3c2ccc(OC)c3OC)cc1 (stereo partly specified)
 : nt	-7	-13	-0.1	nt	14	0	6	12
CC(C)n1nc(C(=O)OCn2nnc3ccccc3c2=O)c2ccccc2c1=O
 : -7	3	-3	0.5	-4	1	1	-5	-7
C=CCc1cccc(CNc2nc3ccccc3n2CCC)c1O
 : 12	-8	-6	0.4	-4	0	-2	-14	-9
COc1ccc(N2C(S)=C(C#N)C(=O)NC23CCCCC3)cc1
 : 12	7	-3	-0.1	-7	-10	0	-12	-19
Cc1[nH]c2ccccc2c1C1C(c2ccccc2)=NN=C(C(C)C)N1O (stereo unspecified)
 : -7	4	-5	0.0	-18	-3	1	-2	-6
Cc1ccc(NC(=O)c2cccc(C(F)(F)F)c2)cc1NC(=O)c1[nH]cnc1C(N)=O
 : -13	2	-2	0.7	2	-1	7	-2	-8
O=C(c1ccccc1[N+](=O)[O-])N1CCCC(C(=O)N2CCCCCC2)C1 (stereo unspecified)
 : -5	16	-5	0.6	8	-23	0	5	-6
Cc1ccc(Cn2c(=O)c3c(ncn3C)n(C)c2=O)cc1
 : 5	13	-3	-0.4	0	-13	0	4	0
CCOc1cc(N2CCOCC2)c(OCC)cc1NC(=O)c1ccc2ncsc2c1
 : -21	11	1	0.9	0	-14	5	-5	-11
CCN1C(=O)N(c2ccc(Cl)cc2)C(C)=CC1(C)C
 : 2	8	-5	0.1	-11	-12	1	-6	-11
C[C@H](NC(=O)Cc1cccc2ccccc12)C(=O)N1CCCN(C)CC1
 : 2	-4	-8	-0.1	-5	13	1	3	-15
COc1ccc([C@H]2C[C@@H](O)[C@H](n3cc(COC(=O)c4ccccc4)nn3)CN2CC2CCCCC2)cc1
 : nt	1	-3	-0.7	nt	1	2	4	15
Cc1oc2c(Cl)c(Cl)c(O)c(CN(C)C)c2c1C(=O)c1ccc(Cl)cc1
 : nt	-4	-7	5.8	nt	-2	-1	4	15
COc1ccc(-n2c(-c3ccco3)n[nH]c2=S)cc1
 : -8	-2	-4	-0.3	0	12	0	-7	2
CCCc1c(C(=O)OCC)sc(N)c1C#N
 : -18	8	-16	0.4	4	-9	0	-10	9
Cc1cccc(C(=O)NCc2nnc3c4ccccc4c(-c4ccccc4)nn23)c1
 : -19	4	-5	-0.3	-9	-8	1	-8	-5
CN(C)CCCN(C(=O)C1COc2ccccc2O1)c1nc2cc3c(cc2s1)OCO3 (stereo unspecified)
 : 1	0	2	0.1	11	1	1	2	14
COc1ccc(S(=O)(=O)N2C[C@H]3CON(C)[C@H]3C[C@H]2c2ccc(-c3cc4ccccc4o3)cc2)cc1
 : nt	-1	-2	1.4	nt	0	3	-14	-9
CC(=O)CCc1c(C)[nH]c2ccccc2c1=O
 : -9	-1	0	0.3	-5	3	1	6	-4
COc1ccccc1NC(=O)C1CCN(c2ncccn2)CC1
 : -5	5	-3	0.6	-3	-4	0	-2	-3
COc1cc2c(cc1OC)C(C(=O)N(C)Cc1ccccc1)C(c1cccnc1)N(C)C2=O (stereo unspecified)
 : -7	8	-6	1.2	-3	-15	3	-5	-14
Cc1cccc(C(=O)NNC(=O)CCC(=O)Nc2cccc(Cl)c2C)c1
 : -17	7	-6	0.0	-5	-4	0	2	-2
CC(=O)OCCN(Cc1ccccc1)Cc1ccc2c(c1)OCO2
 : 2	-1	-9	-0.4	5	-2	-3	-3	-6
OCCN1CCOCCOc2ccccc2OCCOCC1
 : 8	8	1	0.7	-4	-7	1	5	-6
COc1ccc(N2C(=O)CS/C2=C\[N+](=O)[O-])cc1
 : -1	5	1	0.1	-1	0	0	4	6
CN1CCN(C(=O)c2ccc(C(C)(C)C)cc2)CC1
 : -3	3	-3	0.7	4	3	1	2	-5
CCCCCc1c(C)nc(N2CCc3ccccc32)[nH]c1=O
 : nt	0	-2	0.7	nt	4	1	6	3
O=C(/C=C/c1ccc2c(c1)OCCCO2)c1ccc2ccccc2c1O
 : -14	4	-5	0.4	-8	2	1	-4	-3
CC(C)(C)OC(=O)C(Cc1ccc(OC(C)(C)C)cc1)NC(=O)CNC(=O)CNC(=O)OCc1ccccc1 (stereo unspecified)
 : -13	1	-2	0.3	-5	0	2	21	-1
CCCCNC(=O)c1ccc2c(c1)N(CC)C(=O)c1ccccc1S2(=O)=O
 : -17	-18	-4	5.3	-5	33*	18	8	9
O=C(NCc1cccnc1)/C(=N\O)c1ccccc1
 : -2	-4	-4	0.2	-2	8	0	-2	13
COc1ccc(C(C)(C)C)cc1NC(=O)COC(=O)c1cc(SC)ccc1Cl
 : -3	5	-5	0.5	-6	-11	0	0	-2
CCOc1cc(C(=O)Nc2ccc(NC(C)=O)cc2)ccc1OCC(=O)N1CCCCC1
 : -8	-1	-1	0.2	5	5	0	-6	4
COC(=O)[C@]12CCCCC=C1N(Cc1ccc(Cl)cc1Cl)C(=O)[C@H](CC(=O)N1CCCCC1)C2
 : nt	nt	nt	3.1	nt	nt	10	8	-10
CCc1ccc(NC(=O)CSc2nc(CSc3ccc(C)cc3)cc(=O)[nH]2)cc1
 : -12	10	-3	2.0	-5	-11	0	13	-10
O=C1Cc2cc(S(=O)(=O)N3CCCCC3)ccc2N1
 : -10	0	-4	0.0	-3	-4	2	-1	3
CC(Sc1nc(N)cc(=O)[nH]1)C(=O)Nc1nc2c(s1)CCCC2 (stereo unspecified)
 : -1	3	-7	1.1	2	-6	1	5	-9
COc1cccc(NC(=O)c2ccccc2OCc2c(C)noc2C)c1
 : nt	8	-1	1.1	nt	-13	5	-20	-16
Cc1ccc2cc(C)c(SCC(=O)NCc3ccco3)nc2c1
 : -25	4	-9	-0.5	-3	-3	-2	-4	3
O=S(=O)(c1ccc(-c2csc(Nc3ccc(Br)cc3)n2)cc1)N1CCCC1
 : -16	3	-6	11	-4	-2	1	3	2
CCCCOc1ccc(NC(=O)C(=O)NCCC2=CCCCC2)cc1
 : -8	4	0	-0.3	-13	-9	0	-3	16
Cc1ccc(-c2ccc(C(=O)NCc3ccccc3)o2)c2ccccc12
 : -30	9	-10	0.2	-3	13	-1	4	-9
CC1=CC(C)(C)NC(=S)N1c1ccc([N+](=O)[O-])cc1
 : nt	6	-3	1.3	nt	-17	2	-8	-10
NC(=O)c1cc([N+](=O)[O-])c(Cl)cc1NCc1ccncc1
 : 7	1	-6	0.6	-13	4	2	7	1
CC1(C)OC(=O)C2=C(C[C@@H](C3CCCCC3)O[C@H]2c2ccc(Cl)cc2)O1
 : nt	-10	-6	0.4	nt	-28	-1	3	-31
O=C(O)Cn1c(=O)c2cccn2c2ccccc21
 : -9	0	-1	0.2	-6	-4	2	3	-11
CCOC(=O)c1ccc(NS(=O)(=O)c2cc3c4c(c2)CCN4C(=O)CC3)cc1
 : -20	-2	4	5.3	-17	7	7	4	-10
CCN(CC)C(=O)c1cccc(NC(=O)C2CCN(C(=O)c3cccs3)CC2)c1
 : 2	3	-6	-0.3	-3	-6	2	-8	-7
COCCN(C(=O)COC(=O)c1ccc(C)o1)c1c(N)n(Cc2ccccc2)c(=O)[nH]c1=O
 : 1	10	-3	1.7	3	-5	0	4	-12
COc1cccc(-c2c(-c3cc(OC)cc(OC)c3)n(C)c3ccc(-c4cccc5[nH]ccc45)cc23)c1
 : -10	1	-4	0.2	-6	1	0	5	-5
COc1ccc(N(CC(=O)Nc2ccc(C)c(C)c2)S(=O)(=O)c2c(C)n[nH]c2C)cc1
 : -7	3	-5	1.6	-8	0	5	16	4
Cc1ccc(-c2nc(CS(=O)CC(=O)N3CCN(c4ncccn4)CC3)c(C)o2)cc1 (stereo unspecified)
 : -22	17	-3	0.2	-4	-20	1	-11	-12
COc1cccc(N2CC(O)Cn3c2nc2c3c(=O)n(CCCc3ccccc3)c(=O)n2C)c1 (stereo unspecified)
 : -20	-2	-2	2.2	-20	4	6	-11	6
O=C(Nc1cccc(C(F)(F)F)c1)c1ccc(N2CCNCC2)c([N+](=O)[O-])c1
 : -6	-10	-7	-0.2	-15	10	2	2	18

(further entries)
Screens in order: CHO parental Ca	M1 PAM	M1 ag	M1 ag parental	OXTR potentiate	CHRM1 antagonist	CHRM4 agonist	M4 antag	CHO-K1 Ca antag
CCCCOc1ccc(C(=O)NCC(=O)NNC(=O)C2COc3ccccc3O2)cc1 (stereo unspecified)
 : -12	-3	-7	0.4	-3	0	0	-1	-8
Cc1cccc(C)c1N(CC(O)Cn1c2ccccc2c2ccccc21)S(C)(=O)=O (stereo unspecified)
 : -9	9	3	4.8	-8	-7	12	1	-13
CN(C)CCOC(c1ccc(Cl)cc1)c1ccccn1 (stereo unspecified)
 : -16	-24&-20	-8&-8	0.4&0.4	-4	42&6	0&1	4&-6	1&-1
Cc1c(Cl)c([N+](=O)[O-])nn1CC(=O)NC(C)c1ccccc1 (stereo unspecified)
 : -15	3	-5	0.8	-1	-9	0	-8	7
Cc1ccc(S(=O)(=O)N(CC(=O)NCc2ccncc2)Cc2ccc(F)cc2)cc1
 : -22	4	-5	1.4	-10	-5	4	4	-15
O=C(CCc1nc2ccccc2c(=O)[nH]1)Nc1nnc(SCc2ccc(Cl)cc2)s1
 : 5	-1	-3	-0.3	-9	2	0	2	14
COc1cccc(OC)c1C(=O)NC(=S)Nc1cc(-c2nc3ccccc3[nH]2)ccc1Cl
 : -17	-15	-1	3.4	-2	14	10	-2	0
COc1cc2c(cc1OC)C(c1ccc(Br)cc1)CC(=O)N2 (stereo unspecified)
 : nt	9	-4	4.6	nt	-12	5	-4	-10
O=C(CCC(=O)N1CCSc2ccccc21)NC1CCCCC1
 : -9	3	-3	0.4	-5	-11	3	-16	-6

Two compounds drawn at random from the list so far, as already listed:
Screens in order: CHO parental Ca	M1 PAM	M1 ag	M1 ag parental	OXTR potentiate	CHRM1 antagonist	CHRM4 agonist	M4 antag	CHO-K1 Ca antag
O=C(CCc1nc2ccccc2c(=O)[nH]1)Nc1nnc(SCc2ccc(Cl)cc2)s1
 : 5	-1	-3	-0.3	-9	2	0	2	14
CN(C)CCOC(c1ccc(Cl)cc1)c1ccccn1 (stereo unspecified)
 : -16	-24&-20	-8&-8	0.4&0.4	-4	42&6	0&1	4&-6	1&-1
